From PubChem BioAssay
L3MBTL1 block = blocks human L3MBTL1 | AlphaScreen L3MBTL1–H3K9me1 peptide binding | Potency, µM (top dose mostly 57.1 µM), inactives show top-dose activity, negative = inhibition, hits mostly inhibitors | 230,000 compounds, 0.66% hits | AID 485360; note: nearly all actives have a fitted effect of over 60% in size
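Displacement of a biotinylated histone H3(1-15) peptide monomethylated at Lys9 (75 nM) from L3MBTL1 (50 nM) was measured by AlphaScreen after a 30 min room-temperature compound incubation; cefsulodin titration served as intraplate control.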
TexasRed fluor = Texas Red fluorescence interference in TRb-SRC2 counter-screen. TRb/SRC2 Texas Red total fluorescence interference. 280,000 compounds, 0.29% hits. Potency, µM (top dose mostly 106 µM), for the others: top-dose fluorescence change, negative = quenching; active = well fitted curve in either direction with a large enough effect; inconclusive = small, poorly fitted or top-dose-only effect
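Flags fluorescent or light-absorbing compounds by total fluorescence, S + 2P, at 555 nm excitation and 632 nm emission. Mixture: 20 nM Texas Red SRC2 peptide, 0.6 uM human TRb LBD, 1 uM T3, 5% DMSO; compound exposure 5 h at ambient temperature.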
Tau FP inhib = tau fibrillization inhibition (FP). AID 1468. Potency, µM (titrated, usually from 57.7 µM), without a hit: at the top dose activity, negative = inhibition, hits mostly inhibitors. K18 P301L tau heparin fibrillization, Alexa594 FP, 6 h. P10636. 280,000 compounds, 0.39% hits; note: nearly all actives have a fitted effect of over 55% in size
Target sequence (P10636 561-689 P618L limits assumed): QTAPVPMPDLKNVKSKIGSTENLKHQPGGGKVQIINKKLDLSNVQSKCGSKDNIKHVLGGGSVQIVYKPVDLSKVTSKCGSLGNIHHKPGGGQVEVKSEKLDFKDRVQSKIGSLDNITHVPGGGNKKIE
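FP of Alexa 594-tau after heparin (20 uM) induction. Substrate: human K18 P301L, 15 uM unlabeled, 0.24 uM labeled. Buffer 100 mM sodium acetate pH 7. 6 hr, 37 C.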
Tau fibril ThT = tau fibrillization inhibition (ThT binding); recombinant tau K18 P301L, heparin-induced fibrillization, ThT fluorescence; Potency, µM (highest dose often 57.4 µM), for inactives: at the top dose activity, negative = inhibition, most hits filed as inhibitors; 270,000 compounds, 2.1% hits; AID 1460; P10636; note: nearly all actives have a fitted effect of over 55% in size
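Heparin-induced (20 uM) aggregation of recombinant human K18 P301L tau, 15 uM unlabeled with 0.24 uM labeled, pH 7 acetate buffer, 6 hr at 37 C with compound. Fibrils quantified by 30 uM ThT fluorescence after 1 hr ambient incubation.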
ALDH1A1 inh = blocks purified human ALDH1A1 activity | P00352 | Purified ALDH1A1, NADH fluorescence, propionaldehyde substrate | Potency, µM (titrated, usually from 75.3 µM), inactives show at the highest dose activity, negative = inhibition, usual class: inhibitors | 220,000 compounds, 7.3% hits | AID 1030; active = well fitted inhibition curve with a large enough effect, not every such curve was filed as active; inconclusive = small, poorly fitted or top-dose-only effect, or another doubt; inactive = no such curve, though single readings can be large or run the other way;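 note: plate controls were no enzyme wells and a reference inhibitor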
Target sequence (P00352 whole entry, looked up): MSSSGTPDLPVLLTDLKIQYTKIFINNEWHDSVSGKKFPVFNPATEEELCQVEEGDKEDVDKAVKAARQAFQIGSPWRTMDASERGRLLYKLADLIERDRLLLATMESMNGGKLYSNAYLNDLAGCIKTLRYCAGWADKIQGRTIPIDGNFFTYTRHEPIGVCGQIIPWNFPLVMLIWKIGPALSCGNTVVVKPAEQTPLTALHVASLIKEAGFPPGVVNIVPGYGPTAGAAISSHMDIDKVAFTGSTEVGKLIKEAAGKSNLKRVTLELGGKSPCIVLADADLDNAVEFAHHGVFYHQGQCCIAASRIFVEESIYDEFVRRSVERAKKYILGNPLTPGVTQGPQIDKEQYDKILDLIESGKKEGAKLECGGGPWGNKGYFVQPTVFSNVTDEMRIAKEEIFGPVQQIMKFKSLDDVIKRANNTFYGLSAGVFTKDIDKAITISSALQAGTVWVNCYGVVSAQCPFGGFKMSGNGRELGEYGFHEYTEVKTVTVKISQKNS
TRb SRC2 PPI = disrupts binding of human TR beta to SRC2; P10828; TRbeta-SRC2 peptide binding, fluorescence polarization; receptor liganded with 1 µM T3; Potency, µM (top dose mostly 106 µM), without a hit: at the highest dose activity change, negative = inhibition, hits mostly inhibitors; 280,000 compounds, 0.065% hits;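 note: plate controls were bound peptide for no effect and peptide without receptor for full effect; nearly all actives have a fitted effect of over 50% in size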
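Read-out is fluorescence polarization (555 nm excitation, 632 nm emission) of a Texas Red SRC2 coactivator peptide; loss of signal reflects blocked binding to human TRb ligand-binding domain in the presence of 1 uM T3.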
Tau fluor cs = counter-screen for tau fibril formation inhibitors. Potency, µM (series often up to 57.7 µM), without a hit: at the highest dose activity change, negative = decrease. AID 1463. 280,000 compounds, 0.93% hits. tau K18 P301L Alexa594 fluorescence, heparin fibrillization; note: nearly all actives have a fitted effect of over 55% in size
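Human tau K18 P301L (15 uM unlabeled, 0.24 uM Alexa 594-labeled) in 100 mM sodium acetate pH 7 with 20 uM heparin, 6 hr at 37 C. ThT 30 uM added, 1 hr ambient; Alexa 594 FP and total fluorescence read at 555/632 nm.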
GLA spleen mod = alpha-galactosidase A (human) modulation. human spleen homogenate, 4MU-alpha-Gal fluorescence, 40 min. Potency, µM (titrated, usually from 80 µM), without a hit: top-dose activity change, negative = inhibition, usual class: inhibitors. 240,000 compounds, 0.008% hits;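 note: 0% = enzyme with vehicle and -100% = no enzyme basal signal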
Target sequence (P06280 32-429 limits assumed): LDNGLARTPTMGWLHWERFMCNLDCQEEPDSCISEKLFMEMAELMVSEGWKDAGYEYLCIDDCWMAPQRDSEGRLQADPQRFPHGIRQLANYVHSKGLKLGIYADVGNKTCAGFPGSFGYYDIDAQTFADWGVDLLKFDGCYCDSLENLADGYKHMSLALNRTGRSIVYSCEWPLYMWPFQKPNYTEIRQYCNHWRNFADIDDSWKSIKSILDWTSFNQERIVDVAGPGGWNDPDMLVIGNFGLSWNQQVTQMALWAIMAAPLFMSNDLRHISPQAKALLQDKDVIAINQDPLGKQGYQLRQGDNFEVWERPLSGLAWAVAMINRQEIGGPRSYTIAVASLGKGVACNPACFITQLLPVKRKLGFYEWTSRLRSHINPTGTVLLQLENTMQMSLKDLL
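qHTS titration in buffer at pH 5.0. Alpha-galactosidase activity in spleen homogenate was measured via 4-methylumbelliferone release from 1 mM fluorogenic substrate after 40 min at 37C and a pH 10 stop. AC50 came from Hill fits of control-normalized data.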
An asterisk follows results filed as active; ? = inconclusive; · = no result given; & = joins results of further samples; [ ] = dose if it differs, or a comment. Unless noted, calls come from the whole dose curve; as a rule, active = well fitted curve in the direction sought with a large enough effect; inconclusive = small, poorly fitted or top-dose-only effect, or another doubt; inactive = no such curve, though single readings can be large; an effect the other way counts as inactive or inconclusive. Unless noted, % is set by controls: 0 for no effect and ±100 for the full control effect; potency is the fitted concentration of half-maximal effect.

(1) COc1ccc2c(c1)O[C@H](c1ccc3c(c1)OCO3)[C@@H](OC(=O)Nc1cc(OC)c(OC)c(OC)c1)C2=O
(2) O=S1(=O)c2ccccc2N=NN1Cc1ccc(Cl)cc1
(3) O=[N+]([O-])c1ccc(-c2nc(NCC3CCCO3)c3ccccc3n2)cc1 (stereo unspecified)
(4) CC12c3ccccc3C(c3ccccc31)C1C(=O)N(c3cccnc3)C(=O)C12 (stereo unspecified)
(5) c1ccc(Nc2ncnc3ccc(-c4ccc5c(c4)OCO5)cc23)cc1
(6) O=C(NC1CCCCC1)c1ccccc1-c1ccccc1
(7) c1ccc(COc2ccc(OCCN3CCCC3)cc2)cc1
(8) CCC(=O)N1CCc2cc(Br)cc(S(=O)(=O)CCC(=O)NCCc3ccc(Cl)cc3)c21

assay / compound	1	2	3	4	5	6	7	8
L3MBTL1 block	-3%	·	-20%	-8%	·	2%	-3%	·
TexasRed fluor	0%&-3%	0%	-5%	0%	0%	-6%	-3%	1%
Tau FP inhib	5%&5%	-5%	-11%	1%	?	0%	3%	-13%
Tau fibril ThT	-8%&-18%	?	?	-6%	-5%	-4%	-12%	-10%
ALDH1A1 inh	-1%&-11%	2.4µM*	·	1%	4%	-6%	-3%	·
TRb SRC2 PPI	5%&-4%	5%	3%	1%	9%	-5%	11%	-4%
Tau fluor cs	?	-24%	?	-11%	?	0%	2%	-15%
GLA spleen mod	-5%&-1%	-1%	-1%	-1%	4%	-3%	11%	·

(9) CN1CCN(CCCN(Cc2ccco2)C(=S)Nc2ccc(Cl)cc2)CC1
(10) Cc1ccc(CSCc2ccc(C(=O)NCCCN3CCOCC3)o2)cc1
(11) COc1ccc(-n2c(C)nc3sc4c(c3c2=O)CCCC4)cc1
(12) CCCCCCCCCCCCC/C=C\[C@@H](O)[C@@H](N)CO
(13) O=C(CSc1nnc(-c2ccc(O)cc2)o1)c1ccc(Br)cc1
(14) CC1(C)Cc2nc3sc4c(=O)[nH]cnc4c3cc2CS1
(15) O=C(COC(=O)Cc1ccsc1)NC(c1ccccc1)c1ccccc1
(16) COc1ccc(-n2c(CCC(=O)O)ccc2-c2ccccc2)cc1

assay / compound	9	10	11	12	13	14	15	16
L3MBTL1 block	?	·	-7%	·	·	·	6%	?
TexasRed fluor	-1%	-5%	-2%	0%	1%	-2%	2%	1%&-3%
Tau FP inhib	-5%	3%	-5%	-5%	?	-3%	?	-2%&0%
Tau fibril ThT	-2%	0%	-6%	?	?	-16%	-3%	?
ALDH1A1 inh	-1%	-2%	?	-5%	·	14µM*	-2%	?
TRb SRC2 PPI	2%	0%	-3%	-2%	10%	4%	-20%	-3%&7%
Tau fluor cs	2%	-4%	-7%	-12%	-16%	-2%	-9%	-11%&1%
GLA spleen mod	-2%	4%	0%	8%	·	3%	6%	1%

(17) COc1ccc(Cl)cc1NC(=O)c1c(NCc2cccs2)sc2c1CCCC2
(18) Cc1ccc(-c2nnc(N(C)C(=O)c3cccnc3)s2)cn1
(19) CCOC(=O)CN/C=C(\C#N)c1ccccc1
(20) Cc1ccc(-c2nc(NCCN3CCOCC3)c3ccccc3n2)cc1
(21) CCC1(C)N=C(c2ccc3c(c2)OCO3)CC(c2ccccc2O)N1 (stereo unspecified)
(22) COc1ccc(Cl)cc1S(=O)(=O)N1CCN=C1C
(23) Cc1ccc(-n2ncc(C(=O)Nc3ccc4c(c3)OCO4)c2C2CCN(C(=O)OC(C)(C)C)CC2)c(C)c1
(24) Cc1ccc(Oc2nc(CN3CCOCC3)nc3sc4c(c23)CCC(C)C4)cc1 (stereo unspecified)

assay / compound	17	18	19	20	21	22	23	24
L3MBTL1 block	·	-3%	0%	-5%	·	·	·	-5%
TexasRed fluor	0%	-6%	-2%	2%	3%	-3%	1%	-1%
Tau FP inhib	-4%	7%	11%	-6%	7%	1%	4%	-7%
Tau fibril ThT	?	-2%	2%	1%	?	-8%	?	?
ALDH1A1 inh	·	-1%	-7%	0%	-5%	15%	·	?
TRb SRC2 PPI	-8%	-7%	-6%	0%	4%	-9%	7%	-16%
Tau fluor cs	?	8%	6%	-11%	?	-6%	?	-3%
GLA spleen mod	·	-6%	-2%	1%	-8%	-3%	·	13%

(25) CCOC(=O)N1CCN(C(=S)NC(=O)c2nn(C)cc2Br)CC1
(26) CCNC(=O)c1c(NC(=O)COc2ccc(F)cc2)sc2c1CCCC2
(27) COc1ccc2nc(N3CCCCC3)c(/C=C3\SC(=S)NC3=O)cc2c1
(28) COc1ccc(C(=O)Nc2ccc3c(c2)nc2n3CCSC2)cc1
(29) COc1ccc(NC(=O)CSc2cn(CCNC(=O)c3c(F)cccc3F)c3ccccc23)cc1
(30) COc1ccc(Cl)cc1C(=O)CSc1nnnn1C1CCCCC1
(31) CCCN1C(=O)c2cc(C(=O)Nc3ccccc3CC)ccc2C1O (stereo unspecified)
(32) COCCCN=C1NN=C(c2cc(C)n(Cc3ccco3)c2C)CS1

assay / compound	25	26	27	28	29	30	31	32
L3MBTL1 block	15%	·	?	0%	·	18%	·	-2%
TexasRed fluor	-2%	-3%	0%	2%	?	0%	5%	2%
Tau FP inhib	-12%	-2%	-3%	-11%	-4%	4%	-1%	-6%
Tau fibril ThT	-5%	-5%	14µM*	?	-7%	-15%	-10%	?
ALDH1A1 inh	3%	·	·	?	·	5µM*	7%	-11%
TRb SRC2 PPI	4%	-3%	-1%	6%	8%	0%	-9%	0%
Tau fluor cs	1%	-1%	?	-19%	?	-20%	-8%	-20%
GLA spleen mod	1%	·	3%	4%	·	-3%	4%	-6%

(33) COc1ccc(C(=O)Nc2ccc(C(=O)OCc3cc(=O)n4nc(C(C)C)sc4n3)cc2)cc1
(34) O=C(Nc1ccc(N2CCOCC2)cc1)Nc1ccc2nc(-c3ccco3)c(-c3ccco3)nc2c1
(35) CCOC(=O)c1cc2cc([N+](=O)[O-])ccc2oc1=O
(36) CC(C)(C)c1cc(C(=O)NNc2cccc(Cl)c2)n(Cc2ccccc2)n1
(37) Cc1cc(C)cc(NCCC#N)c1
(38) Cc1ccc2oc(C(=O)Nc3ccc(S(=O)(=O)Nc4ncccn4)cc3)cc(=O)c2c1
(39) Cc1nc(N)sc1-c1csc(Nc2ccc(Cl)cn2)n1
(40) O=C(c1ccccc1Cl)N1CCCC(c2nc3c(nnn3Cc3ccccc3)c(=O)[nH]2)C1 (stereo unspecified)

assay / compound	33	34	35	36	37	38	39	40
L3MBTL1 block	·	?	-5%	2%	10%&10%	·	-15%	5%
TexasRed fluor	1%	-5%	-1%	-1%	?	5%	-8%	0%
Tau FP inhib	-1%	-3%	0%	-10%	5%&10%	-17%	-5%	1%
Tau fibril ThT	-5%	9%	-8%	-13%	-5%&-2%	-12%	7.9µM*	-8%
ALDH1A1 inh	·	?	·	·	10%	·	-6%	-13%
TRb SRC2 PPI	4%	-3%	3%	-4%	1%&-2%	1%	8%	4%
Tau fluor cs	2%	6%	-5%	?	-8%&-4%	-17%	14µM*[quencher]	6%
GLA spleen mod	·	-2%	0%	0%	-2%&-7%	·	-15%	2%

(41) c1ccc(N=P(c2nc3ccccc3o2)(N2CCOCC2)N2CCOCC2)cc1
(42) O=C(/C=C/c1ccc(Cl)cc1)N1CCN(c2ccc(Cl)cc2[N+](=O)[O-])CC1
(43) Cc1oc(-c2cccc(Br)c2)nc1Cn1c(SCc2cccc(F)c2)nc2cccnc21
(44) COc1cc(OC)c2c(c1)OC(=O)CC2c1ccccc1OC (stereo unspecified)
(45) Cc1cc(C)cc(Oc2ccccc2C=O)c1
(46) Cc1cccc(NC(=O)C(=O)NCCc2csc(-c3ccc(C(F)(F)F)cc3)n2)c1C
(47) O=C(/C=C/c1ccc[nH]1)c1ccc(F)cc1
(48) CCCCC(CCC(=O)NNC(=O)Cc1ccccc1)C(=O)O (stereo unspecified)

assay / compound	41	42	43	44	45	46	47	48
L3MBTL1 block	-1%	?	·	·	9%	·	-21%	9%
TexasRed fluor	2%	1%	3%	-9%	1%	-21%	-3%	1%
Tau FP inhib	-1%	2%	11%	6%[81.3 µM]	-2%	0%	5%	2%
Tau fibril ThT	-4%	7.9µM*	-12%	-9%[81.4 µM]	-10%	-3%	?	3%
ALDH1A1 inh	11%	-7%	·	-9%	-1%	·	-18%	14%
TRb SRC2 PPI	-13%	10%	1%	-6%	-1%	2%	-2%	-2%
Tau fluor cs	-3%	-20%	-10%	-5%[81.3 µM]	-3%	-8%	-27%	3%
GLA spleen mod	8%	5%	·	0%[119 µM]	-1%	·	-10%	4%

(49) CCOC(=O)C1CCN(S(=O)(=O)c2ccc(Br)c(OCC)c2)CC1
(50) COc1ccc(NC(=O)CS(=O)CC(=O)NC2CCCc3ccccc32)cc1 (stereo unspecified)
(51) CCOC(=O)c1ccc(NC(=O)CSc2nnc(CNc3ccc(OC)cc3)n2C)cc1
(52) Cc1ccccc1NC(=O)CN1C(=O)NC(C)(c2ccc3c(c2)OCO3)C1=O (stereo unspecified)

assay / compound	49	50	51	52
L3MBTL1 block	-3%[11.4 µM]	2%	-9%	·
TexasRed fluor	-2%	-2%	6%	1%
Tau FP inhib	3%	-7%	?	4%
Tau fibril ThT	-7%	-5%	14µM*	-5%
ALDH1A1 inh	2%	12%	13µM*	8%
TRb SRC2 PPI	-12%	-5%	-3%	0%
Tau fluor cs	-11%	-13%	-28%	-2%
GLA spleen mod	5%	-16%	13%	4%

Of the compounds above, these have a tert-butyl group.
(23) Cc1ccc(-n2ncc(C(=O)Nc3ccc4c(c3)OCO4)c2C2CCN(C(=O)OC(C)(C)C)CC2)c(C)c1
(36) CC(C)(C)c1cc(C(=O)NNc2cccc(Cl)c2)n(Cc2ccccc2)n1

assay / compound	23	36
L3MBTL1 block	·	2%
TexasRed fluor	1%	-1%
Tau FP inhib	4%	-10%
Tau fibril ThT	?	-13%
ALDH1A1 inh	·	·
TRb SRC2 PPI	7%	-4%
Tau fluor cs	?	?
GLA spleen mod	·	0%
